# High-throughput results as filed in PubChem.
# HTR2A ag – agonists of mouse serotonin 5-HT2A receptor (HTR2A); actives 0.66% (n = 360,000); CHO-K1 mHTR2A beta-arrestin complementation, luminescence; percent of 30 µM serotonin response; AID 624169; activation, % at 7.6 µM;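 active = activation above a run cutoff, the mean activation of all tested compounds plus 3 SD, cut at about 14% in these data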;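 also: 0% = plate median of compound wells and 100% = 30 µM serotonin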
# H9c2 protect – protects H9c2 cardiomyocytes from peroxide injury; H2O2 injury protection, ATPLite, 2 h; protection from H2O2 cell death, % at 20 µM; actives 0.63% (n = 360,000);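 active = compounds giving at least 50% protection of heart cells from peroxide-induced death in the single-dose screen, raw or plate-pattern-corrected value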;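 also: 0% = DMSO wells with peroxide and 100% = DMSO wells without peroxide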
# ABHD5 PLIN5 PPI – inhibitors of human ABHD5-perilipin-5 interaction; Q00G26+Q8WTS1; Split G. princeps luciferase complementation, luminescence, 4 h; inhibition, % at 4 µM; actives 0.78% (n = 360,000);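 active = inhibition above the mean inhibition across every tested compound plus 3 SD, cut at about 22% in these data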;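 also: 0% = DMSO only wells and the 100% control is not disclosed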
# Target sequence (Q00G26 whole entry, looked up): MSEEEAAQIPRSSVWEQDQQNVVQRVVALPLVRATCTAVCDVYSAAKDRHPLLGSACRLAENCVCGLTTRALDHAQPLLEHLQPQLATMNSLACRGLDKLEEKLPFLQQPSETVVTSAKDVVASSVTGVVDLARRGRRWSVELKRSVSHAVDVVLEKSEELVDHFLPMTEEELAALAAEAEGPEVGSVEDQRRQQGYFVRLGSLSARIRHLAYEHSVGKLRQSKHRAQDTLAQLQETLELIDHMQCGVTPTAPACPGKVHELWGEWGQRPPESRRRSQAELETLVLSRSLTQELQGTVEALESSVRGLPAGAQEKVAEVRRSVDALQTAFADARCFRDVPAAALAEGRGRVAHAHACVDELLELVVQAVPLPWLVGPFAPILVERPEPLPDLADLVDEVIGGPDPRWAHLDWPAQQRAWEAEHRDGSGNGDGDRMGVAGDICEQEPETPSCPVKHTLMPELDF
# Target sequence (Q8WTS1 whole entry, looked up): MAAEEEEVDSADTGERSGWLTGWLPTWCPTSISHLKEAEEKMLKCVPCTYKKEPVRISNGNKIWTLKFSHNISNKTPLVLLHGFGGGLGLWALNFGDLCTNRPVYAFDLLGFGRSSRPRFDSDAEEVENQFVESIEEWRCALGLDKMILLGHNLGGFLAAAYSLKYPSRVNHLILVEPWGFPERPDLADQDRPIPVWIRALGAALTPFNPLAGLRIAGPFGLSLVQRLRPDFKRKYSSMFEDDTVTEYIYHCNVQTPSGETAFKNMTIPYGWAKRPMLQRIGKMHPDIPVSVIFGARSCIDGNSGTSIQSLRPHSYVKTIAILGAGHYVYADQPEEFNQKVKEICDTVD
# MC4R antag cAMP – antagonists of human melanocortin 4 receptor (MC4R). AID 540295. MC4R-expressing cells, MTII-stimulated cAMP, LANCE TR-FRET. actives 0.48% (n = 360,000). P32245. inhibition, % at 6.5 µM;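 active = inhibition above its plate's cutoff, the mean of tested wells on that plate plus 3 SD, cut at about 29% in these data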;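 also: 0% = Melanotan II alone and 100% = Melanotan II plus saturating MCL0020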
#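 Material: human MC4R-expressing U2OS cells. Probe or stimulus: Melanotan II challenge. Dosing: 6.5 µM single dose. Times: 30-min compound, 1-h challenge, 1-h detection, room temperature. Technique: TR-FRET with Eu-cAMP and labeled anti-cAMP, 671 nm. Replication: singlicate.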
# ABCB6 inh 2 – inhibitors of human ABC transporter ABCB6; Q9NP58; K562-ABCB6 porphyrin accumulation, flow cytometry, 1 h; hits give low values; fluorescence ratio to DMSO, % at 10 µM; actives 0.19% (n = 360,000); AID 602162;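 active = fluorescence ratio to DMSO below 75%, the collection mean minus 3 SD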;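 also: signal is porphyrin accumulated inside mitochondria; 100% equals median channel fluorescence of DMSO control wells; lower ratio means ABCB6 inhibition with less porphyrin fluorescence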
# Exocytosis inh – blocks lytic granule exocytosis; TALL-104 LAMP-1 surface exposure, flow cytometry; cells stimulated with thapsigargin and PMA; inhibition, % at 10 µM; actives 0.66% (n = 360,000);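 active = inhibition above about 55%, limit read from the data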
# N-glyco inh – N-linked glycosylation inhibition; actives 0.23% (n = 360,000); D54 ERlucT glycosylation luciferase reporter, 24 h; percent of 100 nM tunicamycin response; reporter increase, % at 12.5 µM;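 active = mean luciferase reporter signal, scaled so untreated is 0 and the glycosylation-blocking control 100, at or above a set limit in every replicate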;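 also: luciferase carries N-glycosylation sites so blocking glycosylation raises the light; 0% = median of neutral control wells and 100% = median of 100 nM tunicamycin wells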
# PDI inh – PDI (human) enzyme inhibition; PDI insulin aggregation turbidity, A650, 90 min; actives 0.052% (n = 350,000); inhibition, % at 10 µM; AID 588391;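 active = mean inhibition across replicates of 30% or more, whatever share of single replicates reach that level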;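 also: absorbance from insulin aggregation driven by PDI reduction with DTT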
# MC4R barr agon – agonists of human melanocortin 4 receptor (MC4R) beta-arrestin; P32245; U2OS MC4R beta-arrestin complementation, luminescence; percent of melanotan II response, DMSO zero; activation, % at 8.9 µM; actives 0.98% (n = 360,000);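 active = activation above a per-plate cutoff, the mean activation of sample wells on that plate plus 3 SD, cut at about 8% in these data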
# CaV13 ICDI inh – Primary screen for inhibitors of IQ motif and Ca2+-dependent inactivation inhibitor domain binding in CACNA1D, Förster resonance energy transfer in living cells, … | HEK cells, CFP/YFP FRET ICDI-IQ, plate reader, 10 min; percent FRET-ratio fall versus neutral wells | inhibition, % at 12.3 µM | actives 0.098% (n = 340,000);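 active = mean replicate inhibition of at least 30% and at least 1% of replicates passing that level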;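 also: 0% = median of the neutral control wells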
# Active calls of the source: *; . = not tested or not shown.
SMILES,HTR2A ag,H9c2 protect,ABHD5 PLIN5 PPI,MC4R antag cAMP,ABCB6 inh 2,Exocytosis inh,N-glyco inh,PDI inh,MC4R barr agon,CaV13 ICDI inh
CN(C(=O)CCc1nnc(Cc2ccc(-c3ccccc3)cc2)o1)C1CCOCC1,0,-5,-1,1,100,-3,-2,-6,0.8,-8
CC1CCN(C(=O)COC(=O)C2CCN(S(=O)(=O)c3c(Cl)cccc3Cl)CC2)CC1,3,-1,10,1,102,-2,-1,0,1.4,-4
O=C(CCCC(=O)N1CCN(c2ccccc2F)CC1)c1ccccc1,-2,1,3,3,102,-2,-1,.,0.7,-2
COC(=O)c1sc(-c2ccc(Cl)cc2)cc1NC(=O)c1ccccc1C(=O)O,0,5,-1,17,95,-3,-3,-6,1.3,-16
COC(=O)C1=CN(c2ccccc2OC)C(N)=C(C#N)C1c1cccc([N+](=O)[O-])c1 (configuration not stated),4,.,4,.,.,2,.,.,.,-8
Cc1ccc(-c2nc(N)n(C(=O)c3ccco3)n2)cc1,3,9,2,3,94,0,2,9,-2.6,1
CC(C)C1OC(CCc2ccccc2)Cc2[nH][nH]c(=O)c21 (configuration not stated),0,.,-2,.,104,1,.,.,.,-5
COC(=O)c1[nH]c2c(c1C)C(=O)CC(c1cc(OC)ccc1OC)C2 (configuration not stated),-4,57*,3,-29,100,-2,15,.,0.5,-10
COc1cc2c(cc1OC)CN(C(=O)c1sccc1C)CC2,-1,1,-9,24,97,17,0,-3,1.0,3
CC(O)c1nc2ccccc2n1C/C=C/c1ccccc1 (configuration not stated),-5,4,0,2,103,-5,1,13,-2.2,-3
CC(C)Oc1ccc(S(=O)(=O)N(C(C)C)C(C)C)cn1,2,-14,5,-2,94,-2,1,-9,4.1,1
Cc1ccc2ncnc(Nc3ccc(C)c(C)c3)c2c1,-3,-4,-4,-3,100,-7,-6,0,-0.3,-6
COc1ccc(C(=O)NNC(=O)OC(C)(C)C)cc1,1,-8,-2,2,96,-6,2,11,-3.3,-2
COCCn1c(CN2CCN(c3ccccc3)CC2)nc2c1c(=O)n(C)c(=O)n2C,1,-8,-3,2,98,14,-2,0,-2.7,-4
O=C(NCCCn1ccnc1)c1sc2cccc(F)c2c1Cl,-3,-2,-2,7,91,2,1,1,0.0,-5
COc1ccc(CSc2nnnn2Cc2ccccc2)cc1OC,-1,2,1,9,94,-4,-2,0,-1.4,-4
CCc1nc2ccc(C(=O)Nc3ccc(Cl)c(Cl)c3)cn2c1N(C)Cc1ccc(OC)cc1,-1,-2,-2,5,99,30,-3,1,-3.1,-5
Cn1c(=NC(=O)c2cccc([N+](=O)[O-])c2)sc2ccccc21,5,-14,6,-6,95,2,-13,-1,-0.7,-1
Cc1cccc2nc(Cn3c(=O)n(CCC(=O)NCc4ccco4)c(=O)c4ccccc43)cc(=O)n12,-2,2,16,7,95,3,-2,-7,0.1,-16
COC(=O)C1CCN(C(=O)/C=C/c2ccccc2)CC1,0,-2,-7,5,95,12,0,1,-1.6,-4

# Reprinted at random: 3 compounds from above.
SMILES,HTR2A ag,H9c2 protect,ABHD5 PLIN5 PPI,MC4R antag cAMP,ABCB6 inh 2,Exocytosis inh,N-glyco inh,PDI inh,MC4R barr agon,CaV13 ICDI inh
Cn1c(=NC(=O)c2cccc([N+](=O)[O-])c2)sc2ccccc21,5,-14,6,-6,95,2,-13,-1,-0.7,-1
CN(C(=O)CCc1nnc(Cc2ccc(-c3ccccc3)cc2)o1)C1CCOCC1,0,-5,-1,1,100,-3,-2,-6,0.8,-8
COc1ccc(C(=O)NNC(=O)OC(C)(C)C)cc1,1,-8,-2,2,96,-6,2,11,-3.3,-2

# The list continues.
SMILES,HTR2A ag,H9c2 protect,ABHD5 PLIN5 PPI,MC4R antag cAMP,ABCB6 inh 2,Exocytosis inh,N-glyco inh,PDI inh,MC4R barr agon,CaV13 ICDI inh
CC1(Cc2ccc(C(F)(F)F)o2)C(=O)Nc2ccc(-c3cccc(C(F)(F)F)c3)cc21 (configuration not stated),3,-29,-13,14,103,8,-11,-2,-2.5,-5
COc1ccc(CNC(=O)COc2cccnc2[N+](=O)[O-])cc1,2,-4,-8,26,98,-6,1,5,0.7,-20
COC(=O)c1c(-c2ccc(S(C)(=O)=O)cc2)sc2ccc(OC)cc12,-2,-5,3,3,96,-6,-2,-6,-0.2,-6
O=C(c1c(F)cccc1F)N(Cc1ccccn1)C1CCCC1,2,9,-1,0,100,2,0,10,0.1,-6
COc1cccc(C(=S)N2CCOCC2)c1OS(=O)(=O)c1ccc(Cl)cc1,5,-3,6,2,103,-1,1,-3,0.9,-2
Nc1nc(-c2cccs2)c(NC(=O)c2ccccc2)s1,-8,-20,-40,1,101,-2,5,1,-4.3,-9
COc1ccc(CNC(=O)c2cc3cccc(OC)c3oc2=N)cc1,1,4,-3,7,100,1,7,-7,-1.2,-6
CCN1CCN(CCCNC(=O)CCC(=O)N2CCOc3ccccc32)CC1,-2,7,6,-1,103,-1,-1,.,0.5,-11
CC(OC(=O)CCCc1c[nH]c2ccccc12)C(=O)Nc1ccc(S(N)(=O)=O)cc1 (configuration not stated),-5,-3,6,-3,99,-7,-1,0,-1.6,-6
CCN1CCN(CCCNC(=O)Cn2cc3c(n2)CCCC3)CC1,3,7,-1,-3,98,-5,3,.,-1.4,-4
N/C(=N\OC(=O)c1cc(-c2ccccc2)nc2ccccc12)c1ccc(Cl)cc1,1,-4,4,6,96,9,0,-3,-1.5,-6
NC(=S)N/N=C/c1ccccc1OC(=O)c1cc2ccccc2oc1=O,0,4,4,-1,92,3,1,5,-1.9,-3
COc1ccc(Cl)cc1NC(=O)CNc1ccc(F)cc1C,3,-8,-1,6,103,2,1,-5,2.3,-5
CCOC(=O)c1noc(C)c1C(=O)Nc1cccc(F)c1,-3,-1,7,0,98,0,4,-6,-0.3,-1
CC(=O)NNc1nc2ccccc2s1,2,2,-7,22,102,1,2,2,0.8,.
Cc1cc(N2C(=O)CC(N3CCN(c4ccc(C(=O)c5cccs5)cc4)CC3)C2=O)no1 (configuration not stated),8,-5,-1,12,100,1,0,-4,-1.3,-4
COc1ccc(N(C(=O)c2snc(C(N)=O)c2N)C(C(=O)NCC2CCCO2)c2ccc3ncccc3c2)cc1OC (configuration not stated),5,-1,2,12,102,-10,2,-2,-1.6,-3
O=C(NN=C1CCCC1)C1COc2ccccc2O1 (configuration not stated),2,3,3,-2,96,0,2,1,-1.7,-11
CCCCCCCNC(=O)COc1ccc2c(c1)C(=O)CC(C)(C)O2,2,-1,-3,6,103,-2,-1,1,1.0,-3
Cc1ccc(S(=O)(=O)N2C[C@H]3[C@H]4C(=O)N(C5CCCCC5)C(=O)[C@H]4CC(=O)[C@H]3[C@@H]2c2ccccc2Cl)cc1,-3,9,4,.,99,1,-3,.,.,-6
COc1ccc(S(=O)(=O)N2CCOC2CNC(=O)C(=O)NCc2ccc3c(c2)OCO3)cc1OC (configuration not stated),5,-3,7,17,105,-2,1,3,-0.7,.
COc1ccc(N(C(=O)c2cccnc2)S(=O)(=O)c2ccc3c4c(cccc24)C(=O)N3C)cc1,3,14,-5,13,94,3,8,1,-2.5,-5
OCC[C@@H]1C[C@H](O)[C@@H](O)[C@@]2(OCCc3cc(Cl)ccc32)O1,3,-3,0,.,91,2,4,.,.,-3
COc1ccc(-c2cccc(NC(=O)c3ccco3)c2)nn1,8,25,6,0,97,4,-2,-7,-1.2,-1
CCOCCCNC(=O)Cn1cnc2c(cnn2-c2ccc(C)c(C)c2)c1=O,8,0,7,7,96,-9,2,8,0.7,-2
CN1CCN(c2nc(-c3ccc(Cl)cc3Cl)nc3ccccc23)CC1,-11,-5,8,-3,97,-30,-2,-13,1.9,-20
C/C(=N/Nc1ccc([N+](=O)[O-])cc1)c1c[nH]c2ccccc12,-1,-14,2,22,393,9,9,11,-2.7,-40
CCCCNC(=O)c1cn(C)c2ccc(S(=O)(=O)N3CC(C)CC(C)C3)cc2c1=O (configuration not stated),5,-5,16,3,100,11,1,-5,2.4,.
O=C1C(=O)N(Cc2ccccc2)C(c2cccc(O)c2)/C1=C(\O)c1ccc2c(c1)OCCO2 (configuration not stated),5,-2,-7,-1,91,-6,2,-2,-2.3,-18
COc1ccccc1-n1c(=O)[nH]c2c(C(N)=O)nc(C3CCCCC3)nc21,5,-2,-1,3,98,19,1,1,1.1,-6
CCCc1cc2c(=O)c(-c3ccccn3)coc2cc1OC,-2,-5,0,3,91,3,-1,-5,2.6,-5
O=C(CN1CCN(C/C=C/c2ccccc2)CC1)Nc1ccc(F)cc1F,-9,-13,4,-6,101,-1,1,-2,1.4,.
C#CCOCCOCCOCCNc1nc(N2CCN(C(=O)Cn3cc(CCCCN)nn3)CC2)nc(N2CCN(C(=O)[C@H](C(C)C)n3cc(CCO)nn3)CC2)n1,1,5,6,2,99,5,1,4,-1.7,-6
CC(C)NC(=O)C1(C)CCCCCN1C(=O)c1ccc(-c2ccccc2)cc1 (configuration not stated),-3,4,-11,4,101,1,-1,0,-1.1,-11
CC(=O)c1cccc(NC(=S)NC(=O)c2ccc(Cl)cc2)c1,-6,-7,4,16,103,-3,1,5,-0.9,-3
C=C1N(C)c2cc([N+](=O)[O-])c(N)cc2C1(C)C,-7,-2,9,3,100,-2,-5,3,-3.1,-4
Cc1cc(C)n(-c2ccc(C(=O)Nc3ccc(S(=O)(=O)NCc4ccco4)cc3)cc2)n1,-4,-38,-5,13,92,0,0,0,-1.9,-4
CCOC(=O)C1(Cc2ccc(OC)cc2)CCN(C(=O)CN2CCCCC2=O)CC1,-3,-3,-5,3,101,-2,1,-1,-2.0,-5
N/C(Cc1ccc(Cl)cc1Cl)=N\OC(=O)Cc1ccc(Cl)cc1,0,-6,-7,-2,99,2,1,1,2.6,-4
Cc1cc(N2CCN(S(=O)(=O)c3ccc(Cl)cc3)CC2)c2ccccc2n1,1,-19,4,-1,92,3,-3,-5,-2.5,.
Cn1c(=NC(=O)C2=NNC(=O)CC2)sc2ccccc21,2,0,2,-1,99,0,2,1,1.1,-6
CC1CN(C)C(c2ccccc2)C(C)C12NC(=O)NC2=O (configuration not stated),-4,3,-5,-1,101,-2,0,6,-2.9,-5
CN(C)Cc1c(-c2ccc(Cl)cc2)nc2ccccn12,-2,-9,-4,0,98,-2,-4,1,-3.8,-2
Cn1c(=O)c2cc(NC(=S)NCc3ccccc3F)ccc2n1Cc1ccccc1,2,0,-1,4,95,1,-1,-5,0.1,-4
Oc1ccc(CCNc2ncnc3ccc(Cl)cc23)cc1,5,-31,3,23,98,2,-8,3,0.6,-5
CC(=O)c1ccc(NC(=O)COC(=O)Cc2ccsc2)cc1,1,7,3,7,98,2,2,-3,-0.2,-6
NC(=O)C1CCN(C(=O)CNC(=O)c2ccc(F)cc2)CC1,0,-2,-6,1,94,-1,-1,5,-3.1,-5
O=C(NCCCN1CCCC1=O)c1ccc(NS(=O)(=O)c2ccc(F)cc2)cc1,-5,6,2,6,92,-4,2,-7,-3.4,-2
